TGFb inhibitor: blocks TGF-b signaling. 1.2% of 410,000 active. Potency, µM (series often up to 46.1 µM), inactives show at the top dose activity, negative = inhibition, hits mostly inhibitors. HepG2 CAGA-GFP TGF-b/SMAD3 reporter, GFP fluorescence, 18 h; TGF-beta stimulated, 500 pg/mL final; also: potency is read from the fitted curve at half-maximal effect; % is scaled to controls: 0 for no effect and ±100 for the full control effect; nearly all actives have a fitted effect of over 65% in size
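GFP signal (ex488/em500-530) from TGF-beta-stimulated HEPG2 CAGA-GFP cells, 500 pg/mL final, 18 h at 37 degrees C in DMEM plus 1% FBS, normalized to unstimulated and DMSO-stimulated controls.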
S2 tox: reduces viability in counter-screen for ATXN expression inhibitors | S2 cells (HEK-293 line with an ATXN2-luciferase reporter) viability, CellTiter-Fluor protease fluorescence, 24 h | Potency, µM (series often up to 56.7 µM), usual class: cytotoxic | 0.49% of 400,000 active | AID 651635; also: potency is read from the fitted curve at half-maximal effect; nearly all actives have a fitted effect of over 40% in size
CCT modulator: modulators of cytosolic chaperonin (CCT/TRiC) activity; purified chaperonin ATPase assay, HTRF ADP detection, 30 min; activity change, % (test concentration not listed), hits read low; 0.3% of 360,000 active; AID 651819; in the data active = activity change below about -30%; also: % is scaled to controls: 0 for no effect and ±100 for the full control effect
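ATPase activity: ADP formed was measured by HTRF Transcreener (665/615 nm ratio) after 30 min at 37 deg C with 10 uM ATP. Compounds screened at one 76 uM concentration against 40 or 20 nM TRiC in Tris pH 7.4/KCl/MgCl2/DTT buffer.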
MmCpn inh: inhibitors of Methanococcus maripaludis chaperonin (MmCpn) | purified Mm-Cpn ATPase, ADP Transcreener TR-FRET | Potency, µM (titrated, usually from 76.9 µM), without a hit: at the highest dose activity, negative = inhibition, most hits filed as inhibitors | 0.031% of 330,000 active | AID 504842; also: potency is read from the fitted curve at half-maximal effect; % is scaled to controls: 0 for no effect and ±100 for the full control effect; nearly all actives have a fitted effect of over 80% in size
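ATPase read-out: TR-FRET ADP immunoassay (anti-ADP Eu cryptate vs ADP-d2), ex 320 nm, em 590/665 nm; signal drops as ADP forms. Enzyme 25 nM, ATP 10 uM, 30 min at 37°C after 10 min compound preincubation.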
A549 tox: A549 cytotoxicity, counter-screen for Nrf2 inhibitors. A549 ARE-Fluc cells, CellTiter-Fluor viability, 18-24 h. 0.16% of 390,000 active. AID 504648. Potency, µM (doses to about 46 µM), for the others: top-dose activity change, negative = cytotoxicity, most hits filed as inhibitors; also: potency is read from the fitted curve at half-maximal effect; % is scaled to controls: 0 for no effect and ±100 for the full control effect
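A549 ARE-Fluc cells in 5% FBS OPTI-MEM, 5000 cells/well, rested 2 h then exposed to compounds in concentration-response for 18-24 h at 37 °C. Viability by CellTiter-Fluor fluorescence (Ex 405/Em 525) after 30 min; luciferase luminescence (BugLite, 15 min, RT) read afterwards.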
Nrf2 activator: activators of Nrf2 (ARE) signaling | 0.31% of 410,000 active | AREc32 ARE-luciferase reporter (MCF7-derived line), luminescence, 24 h | Potency, µM (top dose mostly 46.1 µM), for inactives: top-dose activation, hits mostly activators; also: potency is read from the fitted curve at half-maximal effect; % of control where 0% means no effect; nearly all actives have a fitted effect of over 65% in size
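Steps: seed AREc32_Fluc cells (1000/well, 5% FBS OPTI-MEM); incubate overnight at 37 deg C; add 23 nL compound; incubate 24 hr; add Steady-Glo; hold 30 min RT; read luminescence.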
Nrf2 block: blocks Nrf2 signaling; A549 ARE-Fluc reporter, luciferase luminescence, 18-24 h; Potency, µM (top dose mostly 46 µM), for the others: at the highest dose activity change, negative = inhibition, usual class: inhibitors; 2.1% of 360,000 active; AID 504444; also: potency is read from the fitted curve at half-maximal effect; % is scaled to controls: 0 for no effect and ±100 for the full control effect; nearly all actives have a fitted effect of over 60% in size
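Nrf2 activity is the BugLite luminescence, read 15 min after reagent at room temperature, following CellTiter-Fluor cytotoxicity readout (30 min, 37C). Compound titrations were applied for 18-24 h to 5000 A549 ARE_Fluc cells/well in 5% FBS OPTI-MEM.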
pAkt inh: blocks phosphorylation of Akt; 0.32% of 360,000 active; Neuro2A IGF-stimulated pAkt S473 HTRF, 20 min; hits give low values; activity change, % for hits at 50 µM; AID 651550; in the data active = activity change below about -80%; inconclusive = mostly about -51% to -80%; also: % is scaled to controls: 0 for no effect and ±100 for the full control effect
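Single-point screen (50 µM final compound) in Neuro2A cells stimulated 20 min with 6 nM IGF at 37 deg C. After lysis, Ser473-phosphorylated Akt read by HTRF (ex 330 nm, em 615/665 nm) as the 665/615 ratio.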
HepG2 tox: HepG2 cytotoxicity, counter-screen for TGF-b inhibitors | HepG2 CAGA-GFP viability, ATP luminescence, 18 h | Potency, µM (highest dose often 46.1 µM), without a hit: at the highest dose activity change, negative = cytotoxicity, actives largely listed as cytotoxic | 0.76% of 410,000 active; also: potency is read from the fitted curve at half-maximal effect; some results filed as inactive show a strong effect at the top dose
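HepG2 CAGA-GFP cells (1000/well, DMEM with 1% FBS) received compound, then TGF-beta at 500 pg/mL final, and were incubated 18 hours at 37 degrees C. Viability was read by CellTiter-Glo luminescence. Media-only wells were set as complete cell-killing and DMSO as no toxicity.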
* marks the source's active call; other numbers are inactive results. Unless noted, calls follow the shape of the dose curve; as a rule, active = well fitted curve in the direction sought with a large enough effect; inconclusive = small, poorly fitted or top-dose-only effect, or another doubt; inactive = no such curve, though single readings can be large; an effect the other way counts as inactive or inconclusive. Not a hit list (roughly 4.4% active in at least one column).

Results for CC1CCCN(CC(=O)Nc2ccc(S(=O)(=O)N3CCCC3)cc2)C1 (stereo unspecified) ?
TGFb inhibitor: 28%; S2 tox: inactive; CCT modulator: 1.8; MmCpn inh: 0%; A549 tox: 8%; Nrf2 activator: -0.3%; Nrf2 block: -23%; pAkt inh: inactive; HepG2 tox: 22%

What do the screens show for `Cc1ccccc1NC(=S)NC(=O)COc1ccccc1C`?
TGFb inhibitor: -9%; S2 tox: inactive; CCT modulator: -0.8; MmCpn inh: 0%; A549 tox: -1%; Nrf2 activator: 0.3%; Nrf2 block: -5%; pAkt inh: inactive; HepG2 tox: 1%

Results for Cc1ccc(S(=O)(=O)N(C)c2c(C)ccc(S(=O)(=O)Nc3ccncc3)c2C)cc1 ?
TGFb inhibitor: 5%; S2 tox: inactive; CCT modulator: -1.1; MmCpn inh: -1%; A549 tox: 6%; Nrf2 activator: -0.1%; Nrf2 block: 8%; pAkt inh: inactive; HepG2 tox: 8%

Results for O=C(CCl)N1CCCC1c1ccc2c(c1)OCCO2 (stereo unspecified) ?
TGFb inhibitor: inconclusive; CCT modulator: 1.0; MmCpn inh: 2%; A549 tox: -6%; Nrf2 activator: 12%; Nrf2 block: inconclusive; pAkt inh: inactive; HepG2 tox: -174%

Results for Fc1cccc(CSc2ncnc3c2oc2ccccc23)c1 ?
TGFb inhibitor: 10%; S2 tox: inactive; CCT modulator: -2.3; MmCpn inh: -6%; A549 tox: -20%; Nrf2 activator: -0.5%; Nrf2 block: -18%; pAkt inh: inactive; HepG2 tox: 6%

How did CCOc1ccc(C(=O)N[C@H](C(=O)NNC(=O)c2cccs2)C(C)C)cc1 do in these assays?
TGFb inhibitor: -31%; S2 tox: inactive; CCT modulator: -3.3; MmCpn inh: 1%; A549 tox: 1%; Nrf2 activator: 0.5%; Nrf2 block: -3%; pAkt inh: inactive; HepG2 tox: -14%

What do the screens show for `CC(=O)N1CCN(c2ccc(NC(=O)c3ccco3)cc2)CC1`?
TGFb inhibitor: 2%; S2 tox: inactive; CCT modulator: -0.5; MmCpn inh: 0%; A549 tox: -5%; Nrf2 activator: 0.4%; Nrf2 block: inconclusive; pAkt inh: inactive; HepG2 tox: 3%

Results for O=C1CCCc2c1ccc1ccccc21 ?
TGFb inhibitor: 5%; S2 tox: inactive; CCT modulator: -1.4; A549 tox: 4%; Nrf2 activator: -0.2%; Nrf2 block: 4%; pAkt inh: inactive; HepG2 tox: 4%

How did CCOC(=O)C(CCCCCOc1ccc([N+](=O)[O-])cc1)C(=O)OCC do in these assays?
TGFb inhibitor: 1%; S2 tox: inactive; CCT modulator: -2.6; MmCpn inh: 2%; A549 tox: 12%; Nrf2 activator: -0.2%; Nrf2 block: 15%; pAkt inh: inactive; HepG2 tox: -5%

Results for CCOC(=O)C=Nc1c(N)n(C)c(=O)n(C)c1=O ?
TGFb inhibitor: -8%; S2 tox: inactive; CCT modulator: -0.2; MmCpn inh: 3%; A549 tox: -1%; Nrf2 activator: 0.4%; Nrf2 block: 9%; pAkt inh: inactive; HepG2 tox: 5%

How did COCCn1c(SCC(=O)Nc2cc(Cl)ccc2OC)nc2c([nH]c3ccccc32)c1=O do in these assays?
TGFb inhibitor: 28%; S2 tox: inactive; A549 tox: -2%; Nrf2 activator: 2.6%; HepG2 tox: 0%

How did CC(OC(=O)c1ccc(O)cc1)C(=O)Nc1ccc(Oc2ccccc2)cc1 (stereo unspecified) do in these assays?
TGFb inhibitor: inconclusive; S2 tox: inactive; CCT modulator: 1.8; MmCpn inh: -1%; A549 tox: 3%; Nrf2 activator: 4.5%; Nrf2 block: -16%; pAkt inh: inactive; HepG2 tox: -20%

What do the screens show for `C=CCn1c(CNC(=O)c2ccco2)nnc1SCC(=O)Nc1cccc(Br)c1`?
TGFb inhibitor: -9%; S2 tox: inactive; CCT modulator: -1.1; MmCpn inh: -1%; A549 tox: 23%; Nrf2 activator: -0.6%; Nrf2 block: 15%; pAkt inh: inactive; HepG2 tox: -11%

How did COc1ccc(-c2noc(CCCC(=O)Nc3cccc(Cl)c3C)n2)cc1 do in these assays?
TGFb inhibitor: -1%; S2 tox: inactive; A549 tox: -10%; Nrf2 activator: -3.0%; Nrf2 block: inconclusive; HepG2 tox: -15%

What do the screens show for `O=C(Cn1nnc(-c2ccccc2)n1)NCc1ccco1`?
TGFb inhibitor: 0%; S2 tox: inactive; CCT modulator: -2.4; MmCpn inh: 2%; A549 tox: -4%; Nrf2 activator: 19%; Nrf2 block: 2%; pAkt inh: inactive; HepG2 tox: 6%

Next section; the last 2 above are carried over.
How did COc1ccc(-c2noc(CCCC(=O)Nc3cccc(Cl)c3C)n2)cc1 do in these assays?
TGFb inhibitor: -1%; S2 tox: inactive; A549 tox: -10%; Nrf2 activator: -3.0%; Nrf2 block: inconclusive; HepG2 tox: -15%

What do the screens show for `O=C(Cn1nnc(-c2ccccc2)n1)NCc1ccco1`?
TGFb inhibitor: 0%; S2 tox: inactive; CCT modulator: -2.4; MmCpn inh: 2%; A549 tox: -4%; Nrf2 activator: 19%; Nrf2 block: 2%; pAkt inh: inactive; HepG2 tox: 6%

How did O=c1c2ccccc2cnn1Cc1n[nH]c(=S)n1-c1ccccc1Cl do in these assays?
TGFb inhibitor: -8%; S2 tox: inactive; CCT modulator: -2.3; MmCpn inh: -1%; A549 tox: 0%; Nrf2 activator: -0.3%; Nrf2 block: 6%; pAkt inh: inactive; HepG2 tox: -7%

What do the screens show for `CN1CCN(CCOc2ccc(Cl)c(Cl)c2)CC1`?
TGFb inhibitor: 2%; S2 tox: inactive; CCT modulator: -2.0; MmCpn inh: 0%; A549 tox: 2%; Nrf2 activator: 2.4%; Nrf2 block: 16%; pAkt inh: inactive; HepG2 tox: -32%

How did CC(=O)Nc1ccc(NC(=O)C(=O)NCC(c2ccco2)N2CCc3ccccc32)cc1 (stereo unspecified) do in these assays?
TGFb inhibitor: inconclusive; S2 tox: inconclusive; CCT modulator: -2.0; MmCpn inh: 0%; A549 tox: -15%; Nrf2 activator: -0.8%; Nrf2 block: -25%; pAkt inh: inactive; HepG2 tox: -69%

Results for CC1CCc2c(sc3[nH]c(=S)n(C)c(=O)c23)C1 (stereo unspecified) ?
TGFb inhibitor: 6%; S2 tox: inactive; CCT modulator: -3.2; MmCpn inh: 2%; A549 tox: -3%; Nrf2 activator: 2.8%; Nrf2 block: -25%; pAkt inh: inactive; HepG2 tox: 0%

What do the screens show for `COc1cc(/C=N/NC(=O)c2ccccn2)ccc1OC(=O)c1cccs1`?
TGFb inhibitor: -14%; S2 tox: inactive; CCT modulator: -0.7; MmCpn inh: 1%; A549 tox: 2%; Nrf2 activator: 4.7%; Nrf2 block: 20%; pAkt inh: inactive; HepG2 tox: -14%

Results for Cc1nc2ccc(S(=O)(=O)NC(CC(C)C)C(=O)O)cc2s1 (stereo unspecified) ?
TGFb inhibitor: inconclusive; S2 tox: inactive; CCT modulator: -6.8; MmCpn inh: -1%; A549 tox: -7%; Nrf2 activator: -0.4%; Nrf2 block: 10%; pAkt inh: inactive; HepG2 tox: -2%

How did COc1ccc(OC(C)C(=O)Nc2ccc([N+](=O)[O-])cc2)cc1 (stereo unspecified) do in these assays?
TGFb inhibitor: -11%; S2 tox: inactive; CCT modulator: -2.1; MmCpn inh: -1%; A549 tox: 5%; Nrf2 activator: -0.5%; Nrf2 block: -19%; pAkt inh: inactive; HepG2 tox: -9%

What do the screens show for `Cn1cc(/C=N/NC(=O)c2cc3cc(Br)ccc3o2)c2ccccc21`?
TGFb inhibitor: 15%; CCT modulator: -2.2; MmCpn inh: 0%; A549 tox: 0%; Nrf2 activator: 0.0%; Nrf2 block: -7%; pAkt inh: inactive; HepG2 tox: -12%

Results for CC(=O)N1CCN(C(=O)CNC(=O)c2ccc(C)s2)CC1 ?
TGFb inhibitor: 7%; S2 tox: inactive; CCT modulator: 1.8; A549 tox: 0%; Nrf2 activator: -0.5%; Nrf2 block: 4%; pAkt inh: inactive; HepG2 tox: -1%

How did COc1nc(OCCNC(=O)Nc2ccccc2)nc(N(C)C)n1 do in these assays?
TGFb inhibitor: -2%; S2 tox: inactive; CCT modulator: -4.0; MmCpn inh: 4%; A549 tox: 0%; Nrf2 activator: 4.8%; Nrf2 block: -16%; pAkt inh: inactive; HepG2 tox: -3%

Results for Cc1ccc(S(=O)(=O)CC(O)CN2CCCC2=O)cc1 (stereo unspecified) ?
TGFb inhibitor: inconclusive; S2 tox: inactive; CCT modulator: -2.8; MmCpn inh: 1%; A549 tox: -5%; Nrf2 activator: -0.1%; Nrf2 block: 0%; pAkt inh: -117%*; HepG2 tox: -10%

How did Cc1oc2ncnc(N3CCCCC3)c2c1C(=O)NCC1CCN(Cc2cccc(F)c2)CC1 do in these assays?
TGFb inhibitor: 5%; S2 tox: inactive; A549 tox: -2%; Nrf2 activator: -0.2%; Nrf2 block: inconclusive; HepG2 tox: -27%

Results for COc1ccccc1CNC(=O)CCS(=O)(=O)c1ccc2c(c1)CCCN2C(C)=O ?
TGFb inhibitor: -11%; S2 tox: inactive; CCT modulator: -0.5; MmCpn inh: 0%; A549 tox: -4%; Nrf2 activator: -0.7%; Nrf2 block: 8%; pAkt inh: inactive; HepG2 tox: -4%

Bioassay records: PubChem, National Center for Advancing Translational Sciences (NCATS)
